# Compound activity (PubChem BioAssay)
# Fam108B inh = counter-screen for RBBP9 inhibitors: inhibitors of mouse Fam108B; recombinant Fam108B, FP-Rh probe fluorescence polarization; inhibition, % at 9.51 µM; actives 0.33% (n = 300,000); AID 1947;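 active = inhibition above the screen mean inhibition plus 3 SD, computed separately per campaign, cut at about 18% in these data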;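 also: inhibitors lower polarization as less probe binds the enzyme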
# MCL1 BIM primary = MCL1-BIM-BH3 interaction inhibition (human) | actives 0.68% (n = 320,000) | inhibition, % at 10.9 µM | AID 2057 | GST-MCL1 / FITC-Bim-BH3 fluorescence polarization;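 active = inhibition above the mean inhibition of all tested compounds plus 3 SD, set per campaign, cut at about 40% in these data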;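 also: 0% = DMSO wells and 100% = unlabeled Bim-BH3 peptide control; higher means more loss of mP so more displacement of Bim peptide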
# Target sequence (Q07820 whole entry, looked up): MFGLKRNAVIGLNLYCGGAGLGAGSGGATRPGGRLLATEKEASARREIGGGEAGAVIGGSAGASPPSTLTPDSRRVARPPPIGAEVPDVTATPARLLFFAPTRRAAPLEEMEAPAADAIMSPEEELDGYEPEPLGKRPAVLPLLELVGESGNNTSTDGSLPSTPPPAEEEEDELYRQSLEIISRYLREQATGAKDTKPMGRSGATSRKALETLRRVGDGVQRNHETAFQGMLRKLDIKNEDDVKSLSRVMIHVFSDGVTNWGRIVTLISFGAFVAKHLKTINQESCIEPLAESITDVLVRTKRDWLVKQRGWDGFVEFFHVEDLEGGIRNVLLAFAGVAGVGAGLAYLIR
# PME-1 primary = blocks human protein phosphatase methylesterase 1; Q9Y570; recombinant PME-1, FP-Rh probe fluorescence polarization; inhibition, % at 5.9 µM; actives 0.53% (n = 320,000); AID 2130;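 active = inhibition above the campaign mean of all compounds plus 3 SD, cut at about 26% in these data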;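 also: competitive labeling of PME-1 active site by serine hydrolase directed probe; 0% = PME-1 with DMSO and 100% = wells lacking PME-1 enzyme; inhibitors block probe labeling so polarization falls and inhibition rises; many of its hits are not listed in these tables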
# MEX-5 binding = C. elegans MEX-5 TCR-2 RNA binding activity. Q9XUB2. MEX-5/FITC-TCR2 RNA binding, fluorescence polarization; stronger effect = lower value. activity score (negative = inhibition of binding), % at 10 µM. actives 0.38% (n = 300,000). AID 1832;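 active = inhibition past about -25% in most replicates, and total fluorescence under double the plate's negative control median, limit read from the data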;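 also: 0% = DMSO and -100% = 5 µM competing unlabeled TCR2 RNA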
# Target sequence (Q9XUB2 whole entry, looked up): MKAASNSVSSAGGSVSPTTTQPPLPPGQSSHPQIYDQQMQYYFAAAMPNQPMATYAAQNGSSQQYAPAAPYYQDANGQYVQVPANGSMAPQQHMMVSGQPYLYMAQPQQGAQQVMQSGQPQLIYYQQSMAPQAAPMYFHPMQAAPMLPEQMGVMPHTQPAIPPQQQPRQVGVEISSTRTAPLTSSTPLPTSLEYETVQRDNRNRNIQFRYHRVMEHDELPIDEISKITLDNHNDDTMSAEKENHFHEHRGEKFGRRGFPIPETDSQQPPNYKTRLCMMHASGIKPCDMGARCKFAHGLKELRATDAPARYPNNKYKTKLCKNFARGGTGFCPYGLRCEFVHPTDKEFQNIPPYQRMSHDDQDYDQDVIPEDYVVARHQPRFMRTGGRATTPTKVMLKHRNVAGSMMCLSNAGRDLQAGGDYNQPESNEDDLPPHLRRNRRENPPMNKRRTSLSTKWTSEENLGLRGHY
# pPAFAH inh = inhibitors of human plasma PAF acetylhydrolase (pPAFAH) | actives 1.5% (n = 330,000) | recombinant pPAFAH, FP-rhodamine probe fluorescence polarization | AID 463082 | inhibition, % at 3.39 µM | Q13093;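 active = inhibition above the mean inhibition across the screen plus 3 SD, cut at about 25% in these data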;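 also: inhibitors block binding of the rhodamine activity-based probe so polarization drops; 0% = enzyme with DMSO and 100% = wells lacking pPAFAH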
# GLD-1 TGE inh = GLD-1-TGE RNA interaction inhibition (C. elegans); Q17339; purified GLD-1 + fluorescein TGE RNA, fluorescence polarization; inhibition, % at 5.96 µM; actives 0.44% (n = 320,000); AID 2280;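 active = percent inhibition above a per-plate cutoff, the plate mean of test compounds plus 3 SD, cut at about 30% in these data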;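 also: 0% = DMSO wells with GLD-1 and probe and 100% = wells lacking GLD-1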
# PAFAH1B2 FP inh = blocks human PAF acetylhydrolase 1b catalytic subunit 2. inhibition, % at 3.39 µM. recombinant PAFAH1B2, FP-rhodamine activity probe, fluorescence polarization. actives 1.2% (n = 340,000);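 active = inhibition above the mean of all tested compounds plus 3 SD, cut at about 24% in these data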;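 also: 0% = enzyme with DMSO and 100% = wells lacking PAFAH1B2; many of its hits are not listed in these tables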
# Bcl-xL primary = Bcl-xL (human) inhibition; Q07817; GST-Bcl-xL / FITC-Bim BH3 peptide fluorescence polarization; inhibition, % at 10.9 µM; actives 0.7% (n = 320,000); AID 2129;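 active = inhibition above the mean of all tested compounds plus 3 SD, cutoff set per campaign, cut at about 30% in these data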;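 also: 0% = DMSO wells and 100% = unlabeled Bim-BH3 peptide competitor; inhibitors lower millipolarization by displacing the labeled peptide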
# Target sequence (Q07817 whole entry, looked up): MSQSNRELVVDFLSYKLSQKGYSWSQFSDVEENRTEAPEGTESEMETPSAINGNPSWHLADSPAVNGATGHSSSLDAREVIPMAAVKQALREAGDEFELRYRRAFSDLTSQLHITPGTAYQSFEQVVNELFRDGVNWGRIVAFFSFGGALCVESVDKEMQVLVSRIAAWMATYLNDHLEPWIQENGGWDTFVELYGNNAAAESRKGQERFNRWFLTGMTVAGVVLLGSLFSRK
# AHR activator = activators of human aryl hydrocarbon receptor; activation, % at 5 µM; P35869; actives 2.5% (n = 320,000); AHR-responsive luciferase reporter cells, luminescence; in the data active = activation above about 47%;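 also: 0% = vehicle wells and 100% = reference agonist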
# * hit, by the source's call; · = no result given.
SMILES,Fam108B inh,MCL1 BIM primary,PME-1 primary,MEX-5 binding,pPAFAH inh,GLD-1 TGE inh,PAFAH1B2 FP inh,Bcl-xL primary,AHR activator
N[C@@H](CO)c1nnc([C@H](Cc2ccc(O)cc2)NC(=O)C2CCNCC2)o1,3.1,4.4,1.0,-4.9,5.4,-1.8,3.5,1.9,-0.8
O=C(CNC(=O)c1ccco1)NCC(=O)OCc1cccc(Cl)c1,-7.6,3.0,4.0,1.6,3.9,6.9,-0.4,2.6,-0.1
NC(=O)NC(=O)CN1C(=O)NC(c2ccccc2)(c2ccccc2)C1=O,-0.5,-13.2,-2.5,2.9,3.3,-1.2,8.0,0.2,-1.5
Cc1ccc(CN2CCSc3ccc(C(=O)NCc4cccnc4)cc32)cc1,0.7,11.0,14.0,2.7,12.4,10.9,7.4,4.9,8.2
COc1ccc(CNS(=O)(=O)c2ccc(S(=O)(=O)NC3CC3)cc2)cc1,-2.1,3.6,-2.7,2.0,-5.4,-3.2,7.9,1.0,1.2
Cc1cc(C(=O)Nc2sc3c(c2C#N)CCC(C)C3)no1 (stereo unspecified),2.0,7.1,2.0,·,9.4,-2.1,7.0,3.9,3.1
COc1c(C)cc(C(=O)C2CCCN(C(=O)CCc3scnc3C)C2)cc1C (stereo unspecified),0.8,-0.6,-7.1,-0.1,-0.8,6.7,4.5,-3.1,1.5
O=C(CCC(=O)OCc1cccc([N+](=O)[O-])c1)Nc1ccc(F)cc1,-1.5,15.1,-2.0,1.7,-3.8,1.1,2.5,10.9,6.6
CCOC(=O)N1CCN(C(=O)CSc2nnc(-c3ccc(C)c(C)c3)o2)CC1,2.7,3.3,1.6,-2.8,4.9,4.4,8.2,6.5,1.9
O=C(NCc1cccc(Cl)c1)c1ccc(CS(=O)Cc2ccc(Cl)cc2)o1 (stereo unspecified),-1.0,6.3,6.6,0.0,19.5,3.5,14.6,4.5,0.9
COCCN(C(=O)CSc1nnc(-c2ccccc2F)o1)c1c(N)n(CC(C)C)c(=O)[nH]c1=O,-6.9,-3.4,-0.5,1.5,-1.4,1.4,-2.6,-7.1,-0.3
CSCC[C@@H](C(=O)NCCCCCCCCCCC(=O)N1CCNCC1)n1cc(CCO)nn1,-0.6,-3.3,3.2,·,-0.7,-1.5,-3.6,2.7,-1.6
Cc1snnc1C(=O)NC(=S)Nc1ccccc1,0.7,8.5,1.1,1.7,3.7,2.0,3.7,10.6,1.4
CCC(c1nnc(SCC(=O)Nc2ccc(N3CCOCC3)cc2)n1Cc1ccccc1)N(C)C (stereo unspecified),-1.6,-5.5,-1.4,0.5,4.4,-1.2,-3.7,-10.8,1.0
CCc1cc(Cn2nc(-c3ccccc3)cc2C(=O)NCC2CC2)on1,0.2,1.7,1.8,0.6,0.9,10.4,4.7,-2.0,8.7
COCCn1c(C)cc(C(=O)COc2cccnc2[N+](=O)[O-])c1C,1.2,12.3,-8.1,-2.3,8.2,10.3,1.3,7.1,-2.2
CCc1cccc(CC)c1NC(=S)N1CCn2cccc2C1c1cccnc1 (stereo unspecified),-7.5,8.4,-3.8,-3.4,4.1,3.7,2.4,3.3,1.0
COc1cccc(Sc2ccccc2/C=N/NC(N)=O)c1,-0.8,1.8,-5.3,-0.4,-4.1,7.0,5.2,3.0,6.2
Cc1cc(=O)[nH]c(N/N=C/c2ccc([N+](=O)[O-])cc2)n1,1.7,-4.5,3.3,0.6,3.4,-1.9,·,-1.1,-0.2
Cc1ccc(S(=O)(=O)N2CCCOC2CNC(=O)C(=O)NCc2ccco2)cc1 (stereo unspecified),2.5,-3.3,-10.8,-0.8,5.3,10.5,0.2,1.1,-1.9

# Overlap with the part before: 2 compounds, then new ones.
SMILES,Fam108B inh,MCL1 BIM primary,PME-1 primary,MEX-5 binding,pPAFAH inh,GLD-1 TGE inh,PAFAH1B2 FP inh,Bcl-xL primary,AHR activator
Cc1cc(=O)[nH]c(N/N=C/c2ccc([N+](=O)[O-])cc2)n1,1.7,-4.5,3.3,0.6,3.4,-1.9,·,-1.1,-0.2
Cc1ccc(S(=O)(=O)N2CCCOC2CNC(=O)C(=O)NCc2ccco2)cc1 (stereo unspecified),2.5,-3.3,-10.8,-0.8,5.3,10.5,0.2,1.1,-1.9
O=C(C1CCN(Cc2nc(Cc3cccc(F)c3)no2)CC1)N1CCOCC1,-2.0,6.1,-7.5,-2.9,1.9,10.2,-1.6,5.0,1.8
CC(=O)N1CCc2ccc(S(=O)(=O)N3CCc4ccccc43)cc21,1.9,-6.5,9.5,1.7,8.4,-6.8,14.0,2.5,4.2
COCCCNC(=S)N/N=C/c1ccc(N(C)C)cc1Cl,1.3,5.3,2.3,1.4,5.4,-10.2,-0.3,6.2,40.8
CCOc1ccccc1C(=O)Nc1ccc(S(=O)(=O)N2CCOCC2)cc1,-2.5,1.8,-1.7,0.1,2.8,-2.5,-0.7,7.6,-2.7
COc1ccc(NC2=CC(=S)NC(C)(C)C2)cc1,-2.4,5.4,-5.1,6.0,3.0,-0.6,-1.4,8.3,0.8
COc1cc2[nH]c(=S)n(Cc3cccs3)c(=O)c2cc1OC,-8.5,0.3,1.9,1.2,-5.1,2.3,-1.3,1.9,16.8
Cc1ccc(S(=O)(=O)N2CCN(Cc3cc(=O)n4ccccc4n3)CC2)c(C)c1,·,16.1,3.7,·,-1.8,0.9,3.0,14.0,2.3
COc1ccc(C2/C=C\CN(C(=O)OCc3ccccc3)CC(=O)N2Cc2ccc(F)cc2)cc1 (stereo unspecified),4.9,4.4,4.9,0.3,-0.9,-0.9,1.2,4.0,-1.6
COc1ccc(-c2c(NC(C)=O)n(C)c3ccccc3c2=O)cc1,-0.5,2.5,-1.3,0.6,0.7,3.4,7.4,-2.8,-1.9
CCCCOP(=O)(OCCCC)C(O)c1ccc(N(C)C)cc1 (stereo unspecified),-3.2,-0.2,4.0,-2.7,6.7,5.2,2.4,1.6,0.8
COc1ccccc1N1CCN(C(=O)c2ccc(Cl)c(S(=O)(=O)N3CCOCC3)c2)CC1,-4.2,0.9,1.8,2.7,4.1,-1.7,1.3,1.1,-1.2
Cc1ccc(C)c(OCCC(=O)OCC(=O)NC(=O)NC2CCCCC2)c1,·,·,·,·,15.8,7.2,5.0,·,0.8
CC(C)CC(=O)NC(=S)Nc1ccc(N2CCCC2)c(Cl)c1,-0.2,1.2,0.4,0.7,11.9,1.6,·,3.3,13.9
NC(=O)C1CCN(c2nc(-c3ccccc3N)cs2)CC1,·,·,·,·,-0.1,0.5,4.4,·,13.8
COc1ccc(S(=O)(=O)n2cnc3cc(C)c(C)cc32)cc1,1.0,3.6,0.9,-0.7,-0.4,5.6,5.0,-0.8,0.6
O=C1NCC(O)=C1C=NCCCO,4.3,10.5,-0.6,-0.7,-5.9,-6.6,-0.9,4.1,-4.3
Cc1cc(NC(=O)CCC(=O)N(Cc2ccco2)C2(C(=O)NC3CCCCC3)CCCC(C)C2)no1 (stereo unspecified),-1.8,-1.5,6.7,-1.5,-0.1,0.4,-1.0,-0.1,-0.3
CCCCCn1c(=O)[nH]c2cc(C(=O)NCCCN(CC)CC)ccc2c1=O,4.6,4.2,4.9,0.1,-3.1,-3.3,1.0,2.7,0.1
Cc1[nH]c2ccc(C(=O)N3CCN(Cc4ccccc4)CC3)cc2c1C,4.3,2.1,3.7,-1.9,9.9,-1.3,2.6,5.8,1.8
C[C@H]1CN([C@@H](C)CO)C(=O)Cc2cc(NC(=O)CCC(F)(F)F)ccc2O[C@H]1CN(C)C(=O)Nc1ccc(F)cc1,·,·,·,·,15.5,6.3,4.0,·,-0.8
Nc1ccn(-c2ccc(Cl)cc2)c(=O)c1,-1.5,3.5,2.9,0.7,1.2,4.6,0.2,-19.6,0.6
O=C(COC(=O)CCN1C(=O)c2ccccc2C1=O)Nc1ccc(S(=O)(=O)N2CCCC2)cc1,0.3,-2.2,2.1,0.4,4.9,7.4,3.3,4.1,-0.9
O=C(Nc1ccc(F)cc1)c1ccccc1S(=O)(=O)c1ccccc1[N+](=O)[O-],1.9,9.1,-3.8,1.4,-3.2,-1.1,8.1,5.7,-1.2
COc1ccc(/C=N/NC(=O)c2ccn[nH]2)cc1CSc1ccccn1,5.3,2.4,-4.2,2.0,-0.5,6.2,2.6,5.1,15.9
O=C(CSc1nnc2ccccn12)Nc1cccc(S(=O)(=O)N2CCOCC2)c1,2.0,-2.1,-0.4,-0.5,7.8,2.6,2.9,3.3,1.6
Cc1ccc(N(C)C(=O)CCNC(=O)Cn2cnc3ccccc3c2=O)cc1C,0.7,-1.6,-0.1,0.6,2.3,-1.0,1.0,0.5,0.1
COc1cc2c(c(OC)c1OC)-c1c(cc(OC)c(OC)c1OC)C[C@](C)(O)[C@@H](C)C2,-0.4,5.8,-1.4,-3.4,1.6,-2.7,0.3,5.8,8.4
CCOC(=O)CSc1nc2ccsc2c(=O)[nH]1,-1.6,1.7,-3.5,0.1,-0.2,-0.5,1.3,2.7,2.3
COC(=O)[C@@]1(Cc2ccccc2)C=C[C@@H](C)N1C(C)=O,0.5,8.6,1.0,-0.3,0.5,2.9,-0.9,3.0,-1.8
O=C(NCc1cccnc1)NC(C(F)(F)F)C(F)(F)F,-2.4,3.7,-4.1,2.2,3.6,10.0,5.3,9.6,0.9
Cc1ccc(NC(=O)C(c2ccccc2)N2CCN(C(=O)c3ccco3)CC2)cc1Cl (stereo unspecified),·,-8.5,-0.6,·,-4.7,-2.3,1.4,-2.4,3.8
CCOC(=O)c1nc2ccccc2s1,5.7,-1.0,2.1,-0.4,0.1,0.5,-1.7,5.6,15.5
Cc1cccc(NC(=O)CN(c2ccc(F)cc2)S(C)(=O)=O)c1,-1.7,1.0,-2.8,1.0,-6.5,5.9,1.4,6.7,7.2
Cc1cccc(/C(N)=N/OC(=O)COc2ccccc2Cl)c1,-4.4,1.1,5.3,·,0.4,2.0,2.3,2.9,0.7
CC(C)(C)NC(=O)/C(=C/c1cccnc1)NC(=O)c1ccco1,4.3,-0.3,-0.8,3.3,-0.7,6.0,·,7.3,-1.3
CCOc1ccc(C2CC(c3ccccc3)Nc3nc(N)nn32)cc1 (stereo unspecified),3.1,1.9,-1.4,0.5,2.0,5.4,4.9,16.6,0.8
CCCCNCc1cc(Br)c(OCc2cccs2)c(OC)c1,1.9,-1.6,-4.8,0.2,0.0,2.3,4.0,4.2,-1.3
Cc1ccc(/C=N/NC(=O)c2ccoc2C)s1,0.8,1.2,9.8,0.4,1.6,-1.2,0.6,-1.6,55.5*
CCOC(=O)c1sc2ncn(C(CC)C(=O)OC)c(=O)c2c1C (stereo unspecified),0.8,2.5,3.5,2.3,-1.7,-2.3,0.6,1.1,-3.8
O=C(CC(=O)Nc1ccc(Br)cc1)Nc1ccc(Br)cc1,-5.8,-11.1,-7.6,-0.2,-3.0,0.6,-3.7,-2.5,23.2
N#Cc1cnn2c3c(cnc12)C(=O)N1CCc2ccccc2C1C3 (stereo unspecified),0.4,1.7,-0.1,4.8,0.2,4.2,3.1,2.9,-12.0
CCOC(=O)N1CCN(C(=O)CN2C(=O)COc3ccc(C(C)(C)C)cc32)CC1,2.7,3.3,-1.4,1.5,-0.5,4.6,-3.4,6.4,0.7
Cn1nc2sc3ccccc3n2c(=O)c1=O,2.8,0.8,-2.1,-3.2,-3.6,6.9,-0.1,3.4,3.7
CC(C)COc1ccc(C(=O)Nc2ncn[nH]2)cc1,3.7,4.3,-5.7,2.3,-4.5,-5.5,-0.8,-5.1,42.5

# These rows are one share of the data. The share of hits here may be higher or lower than overall.
